Screens: PubChem, several laboratories
BH1578 lux ind: induces V. cholerae light production without autoinducers | V. cholerae BH1578 lux reporter, luminescence, 6 h | activation, % at 18.7 µM | 350,000 compounds, 0.16% hits | AID 588436; in the data active = activation mostly above about 9.7%, no sharp cut-off; also: not every result past the cut was called active; inactives centre near 0; reference of the scale not given here
GDH-TPI counter: counter-screen for M. tuberculosis FBA inhibitors: GDH-TPI coupled enzymes. GDH-TPI coupled enzyme counterscreen, NADH absorbance. inhibition, % at 4.8 µM. 360,000 compounds, 1.2% hits; in the data active = inhibition above about 30%;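 also: 0% = DMSO wells and 100% = wells lacking the enzyme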
FadD28 binding: M. tuberculosis FadD28 bisubstrate binding inhibition; FadD28 bisubstrate probe binding, fluorescence polarization; inhibition, % at 12.5 µM; 360,000 compounds, 0.22% hits; in the data active = inhibition above about 8.5%, passing the limit was not always enough
PfHsp40 rescue: compounds rescuing yeast from Plasmodium falciparum HSP40 toxicity | growth rescue, % at 12.5 µM | S. cerevisiae expressing PfHsp40, growth rescue, ATP luminescence | 340,000 compounds, 0.68% hits | AID 504582; in the data active = growth rescue above about 28%, passing the limit was not always enough;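 also: yeast W303a lacking pdr1 and pdr3 grown in galactose medium; growth measured after three days at 30 °C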
TcdB GH inh: inhibitors of Clostridioides difficile toxin B glycohydrolase; P18177; TcdB glycohydrolase enzymatic assay, plate reader; inhibition, % at 9.99 µM; 350,000 compounds, 0.24% hits; in the data active = inhibition above about 10%
BioA inh: BioA (M. tuberculosis) enzyme inhibition; purified M. tuberculosis BioA enzyme, plate reader; inhibition, % at 9.99 µM; 360,000 compounds, 0.096% hits; in the data active = inhibition above about 40%
FBA Mtb inh: inhibits M. tuberculosis FBA enzyme | inhibition, % at 1 µM | P9WQA3 | 360,000 compounds, 2.3% hits | purified M. tuberculosis FBA, fluorescence read-out; in the data active = inhibition above about 27%;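 also: 0% = vehicle and 100% = reference inhibitor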
Mtb UGM inh: inhibitors of M. tuberculosis UDP-galactopyranose mutase. P9WIQ1. purified UGM, fluorescence polarization probe displacement. inhibition, % at 10 µM. 320,000 compounds, 0.06% hits; in the data active = inhibition above about 10%, passing the limit was not always enough
Y pestis TopoI: blocks Yersinia pestis topoisomerase I activity | Y. pestis Topo-I cleavage product accumulation, plate reader | activity, % at 10 µM | 360,000 compounds, 0.064% hits; in the data active = activity above about 50%, passing the limit was not always enough; also: inactives centre near 2
Starred values were filed as active, the others as inactive; i = inactive; . = not tested or not shown.

molecule,BH1578 lux ind,GDH-TPI counter,FadD28 binding,PfHsp40 rescue,TcdB GH inh,BioA inh,FBA Mtb inh,Mtb UGM inh,Y pestis TopoI
O=C(COC(=O)Cn1cnc2ccccc2c1=O)NCCC1=CCCCC1,-0.3,14,-1.7,-0.4,0.7,.,-1,1.8,5
N#Cc1ccc(OCc2nnc(-c3ccc([N+](=O)[O-])cc3)o2)cc1,-0.4,7,-3.5,.,0.4,.,1,-0.3,-2
O=C(COc1ccccc1)N1CCCC1,-0.3,-4,-4.1,0.2,1.2,.,-7,0.9,2
N=C1/C(=C\c2ccc(-c3ccc(C(=O)O)cc3)o2)C(=O)N=C2SC=C(c3ccccc3)N12,-0.8,4,-2.4,-0.6,0.3,0.7,3,.,0
O=C(Oc1ccc2c(c1)OCO2)c1ccncc1,-0.4,-2,-3.1,1.4,-0.4,-1.9,-2,-0.7,6
CC(C)CNS(=O)(=O)c1cc(C(=O)OC2CCOC2=O)c(Cl)cc1Cl (stereo unspecified),-2.2,-7,-3.3,-0.1,0.2,0.4,-6,-0.3,-7
Clc1ccc(/C=N/Nc2nn[nH]n2)cc1,i,20,1.3,-0.2,.,.,-1,1.6,5
O=C1C=CC(=O)C(C2=C3C(=O)N(CCc4ccccc4)CC(=O)N3CCC2)=C1,4.3,.,.,.,-7.9,-2.4,.,0.9,.
CCCCN(C(=O)c1c(C)noc1C)c1c(N)n(CCC)c(=O)[nH]c1=O,0.4,1,-3.3,-1.1,-1.8,-1.9,1,-0.3,-2
COc1cccc(C(=O)Nc2ccccc2N2CCN(C(=O)c3ccccc3)CC2)c1,0.4,-8,-2.0,2.2,-2.8,-0.6,-2,0.8,-2
O=C(Nc1ccc(F)cc1)c1cc(-c2ccccn2)nc2c(Cl)cccc12,i,2,-4.4,0.7,1.8,-0.3,4,0.6,-1
COc1ccc(-n2ncc3c(NCC4CCCO4)ncnc32)cc1 (stereo unspecified),-0.6,10,-3.8,0.2,.,17,5,-1.1,2
COc1ccc(-n2c(COc3cccc4ccccc34)nnc2SC(C)C(=O)O)cc1 (stereo unspecified),i,16,-3.6,1.8,-1.2,.,3,-0.2,16
Cc1ccc(N2C(=O)C(CN3CCCC3)C2c2ccccc2)cc1 (stereo unspecified),-0.3,1,-0.6,2.8,0.1,.,1,-2.2,5
CCc1cc(=O)[nH]c(SCC(=O)NCC2CCCO2)n1 (stereo unspecified),-1.5,4,-1.3,2.1,-2.5,3.2,2,0.3,2
COc1ccc(C(c2nnnn2C2CCCC2)N2CCC(C)CC2)cc1 (stereo unspecified),-0.5,-2,-1.9,0.7,.,-0.5,-2,-2.1,25
Cc1c(NC(=O)C2(c3ccccc3)CCCC2)c(=O)n(-c2ccccc2)n1C,i,9,-2.7,-0.6,.,-1.2,-1,1.1,-9
S=C(Nc1ccc(Oc2ccccc2)cc1)N(CCCN1CCOCC1)Cc1ccccn1,0.0,11,1.7,-0.6,-0.3,.,3,0.2,-1
Cc1ccc(Oc2ncccc2COC(=O)Nc2ccccc2C)cc1,0.5,1,-0.7,1.7,0.2,-1.8,0,2.5,24
Cc1ccc2nc(N3CCN(C=O)CC3)nc(-c3ccccc3)c2c1,i,-1,-4.6,0.1,1.7,-0.5,20,0.4,21
CCCCn1c(SCC(=O)N2CCOCC2)nc2ccccc2c1=O,-0.1,-2,0.1,0.4,1.6,-0.7,4,-1.0,4
CCc1ccc(NC2=NCC(c3ccccc3)S2)cc1 (stereo unspecified),i,0,1.2,-0.3,1.7,.,3,1.4,6
C#CCn1c(=O)cc(C)c2ccccc21,-0.3,5,-0.6,-1.1,-3.1,.,3,0.4,5
Cc1ccc(N=Cc2sccc2C)cc1C,-1.1,3,-2.2,-0.5,.,-1.9,-2,-0.7,-4
Cn1c(NN)nc2c1c(=O)n(Cc1ccccc1)c(=O)n2C,i,1,-1.8,0.3,1.0,0.7,-1,-1.3,-12
O=C(O)C1Cc2ccccc2CN1S(=O)(=O)/C=C/c1ccccc1 (stereo unspecified),i,-3,-0.1,-0.6,1.6,-1.0,-4,0.9,4
Cc1ccc(NC2=NCCCCC2)cc1,i,2,-3.1,0.3,.,-1.5,-12,0.3,-1
COc1ccc(C(=O)C(C)C(C)=O)c(OCc2ccccc2)c1OC (stereo unspecified),i,2,-1.1,0.3,1.4,0.7,0,.,10
CONc1nc(NC(C)(C)C)nc(OCC#N)n1,-0.3,-1,-2.2,0.0,0.3,.,-1,-2.5,-4
CCN(CC(=O)Nc1ccc(OC)c(Cl)c1)CC(=O)NC(C)C,-2.9,5,-2.0,-1.8,1.5,0.1,0,-0.5,-11
COc1cccc(SCc2noc(C(=O)NCCC(C)C)c2C(=O)NCCC(C)C)c1,i,12,-5.1,6.5,.,-0.6,-2,1.7,29
COC(=O)c1cc(S(=O)(=O)NCc2ccccc2OC)cn1C,-0.9,10,-2.3,0.4,0.5,-0.8,-3,2.6,5
OC(c1ccc(F)cc1)(C1CCCCC1)C(CN1CCOCC1)c1ccccc1 (stereo unspecified),i,-3,-3.0,0.9,0.7,0.5,1,4.5,39
O=C1NC(C2CC3C=CC2C3)Nc2ccccc21 (stereo unspecified),i,3,-5.4,.,1.4,0.5,63*,.,-6
O=C(O)C/C=C(\NC(=O)OCc1ccccc1)C(=O)OCc1ccccc1,-0.5,1,-0.7,-0.8,0.9,.,-1,-0.1,2
Cc1nnc(NC(=O)c2cc(S(=O)(=O)N(C)C)ccc2N2CCCC2)s1,i,5,0.1,-0.8,0.8,-1.1,0,0.5,10
Cc1cnc(C(=O)Nc2ccc3c(c2)CCC3)cn1,-0.3,11,-1.3,-0.8,.,-3.2,-9,0.2,-1
CN(c1ccc(C(=O)NCc2ccc3c(c2)OCO3)cc1)S(C)(=O)=O,-0.2,-2,-0.6,1.0,.,1.2,7,-0.6,0
CCOc1ccc(Nc2nc(-c3sc(N)nc3C)cs2)cc1,-0.7,10,-1.6,-1.3,2.3,-2.3,0,-0.7,-21
CCc1nc2ccc(C(=O)NCCc3ccccn3)cn2c1N(CC)Cc1cccc(Br)c1,-0.6,3,1.0,.,1.1,0.2,-2,.,27
CCOC(=O)c1cnc(SCc2ccc(C)cc2)nc1N,i,0,-2.7,1.5,.,1.0,0,-2.1,-3
COc1ccccc1NC(=O)/C=C\c1ccco1,i,14,-2.7,0.4,1.3,0.6,-4,1.5,11
CC(=O)Nc1ccc(NC(=O)Nc2ccccc2)cc1,-1.0,-5,0.5,-0.7,0.1,-1.3,0,1.3,-1
CC(C)NS(=O)(=O)c1ccc(CCC(=O)N2CCCC2)cc1,0.2,4,-2.5,-1.2,-1.5,.,5,-3.2,1
CNC(=S)N/N=C/c1ccc(OCc2ccccc2)c(Br)c1,-0.4,4,-3.3,-0.9,.,-2.2,2,-0.5,18

Overlap with the part before: three compounds, followed by the next part.
molecule,BH1578 lux ind,GDH-TPI counter,FadD28 binding,PfHsp40 rescue,TcdB GH inh,BioA inh,FBA Mtb inh,Mtb UGM inh,Y pestis TopoI
CC(=O)Nc1ccc(NC(=O)Nc2ccccc2)cc1,-1.0,-5,0.5,-0.7,0.1,-1.3,0,1.3,-1
CC(C)NS(=O)(=O)c1ccc(CCC(=O)N2CCCC2)cc1,0.2,4,-2.5,-1.2,-1.5,.,5,-3.2,1
CNC(=S)N/N=C/c1ccc(OCc2ccccc2)c(Br)c1,-0.4,4,-3.3,-0.9,.,-2.2,2,-0.5,18
CCOc1cc(C(=O)Nc2ccc(S(=O)(=O)NC3=NCCCCC3)cc2)cc(Br)c1OC,-1.4,-1,-5.2,0.5,3.9,1.0,-3,-1.8,34
COc1cc(C2C(C#N)=C(N)Oc3c2oc(CO)cc3=O)ccc1OC(C)C (stereo unspecified),-3.1,11,-4.9,1.0,.,2.3,-1,-0.3,2
Cn1cncc1C#Cc1ccc2cc(CCO)oc(=O)c2c1,i,17,-5.3,67*,-0.3,0.5,34*,-0.2,-6
CC[C@@H]1[C@H]2CCCC(=O)N3CC[C@@H](C[C@@H]1Nc1ccccc1)[C@@H]23,i,-6,-1.6,-0.2,0.8,1.0,0,-0.8,10
CC(C)(C)c1ccc(O)c(CN2CCN(c3ccccc3)CC2)c1,2.6,11,-1.3,-2.0,.,1.5,-2,-2.0,-4
Cc1ccn2cc(-c3nonc3C)cc2c1,i,15,1.1,0.2,.,.,-1,-1.1,-15
Cc1ccc(-n2cc(-c3ccc([N+](=O)[O-])cc3)[nH]c2=S)c(C)c1,i,8,1.0,-0.4,2.1,.,-7,2.0,6
CCN(CC)S(=O)(=O)c1ccc(Cl)c(C(=O)OC2CC(C)OC2=O)c1 (stereo unspecified),10,9,0.5,-0.9,-0.9,-7.2,2,-0.3,-1
COc1ccc(NC(=O)CN2CC(C)OC(C)C2)cc1Cl (stereo unspecified),-0.2,7,0.3,-0.6,0.4,.,4,2.5,-4
COc1ccc(CN2CCN(C(=O)c3cccs3)CC2)cc1Br,3.6,12,-0.5,-1.5,.,3.0,7,2.2,7
Fc1cccc(Cc2c(-c3ccco3)nc3ccc(Br)cn23)c1,.,.,-5.6,.,0.7,2.8,-2,.,.
Cn1ccnc1C1CCCCN1Cc1nc(Cc2cccc(C(F)(F)F)c2)no1 (stereo unspecified),-0.2,1,-4.4,-0.7,0.2,.,-2,1.6,8
Cc1cc(C)n(-c2nc3ccccc3nc2N2CCC(C)CC2)n1,i,-4,-3.9,7.8,.,-0.4,-5,1.6,6
Cc1ccc2c(c1)[C@H]1[C@H](CO2)[C@H](c2ccccc2)[C@]2(C)C(=O)NCC(=O)N12,i,-7,-2.1,-2.4,0.0,-2.4,0,-0.3,-8
O=C(O)C1C(c2ccccc2)c2ccccc2C(O)C1CO (stereo unspecified),-3.2,10,0.0,-0.6,2.6,-3.0,1,.,-3
CN(C)S(=O)(=O)c1cc(C(=O)O)c(NC2CCCCC2)cc1Cl,-0.5,13,0.4,-0.2,.,3.1,0,2.6,15
O=S(=O)(c1ccccc1)N1N=C(c2ccc(Cl)cc2)CC1c1ccco1 (stereo unspecified),i,-6,-2.4,-1.8,1.3,-2.5,-2,.,2
CCc1nnc(NC(=O)CN2CCN(Cc3cccc(Cl)c3)CC2)s1,-0.3,6,-2.9,-1.8,0.9,-0.2,-2,3.0,-10
COc1cc2nc(Nc3ccc(C)c(Cl)c3)nc(N)c2cc1OC,i,0,-4.6,-1.6,-1.9,-0.6,4,4.2,-47
Cc1noc(C)c1C(=O)OCC(=O)NCCc1ccc(S(N)(=O)=O)cc1,-0.8,7,-1.0,-0.2,-0.7,0.4,-1,1.7,-1
Cc1sc2nc(SCC(=O)Nc3cccc(C(=O)O)c3)[nH]c(=O)c2c1C,-1.1,-2,-2.6,0.4,1.7,-1.0,1,.,-9
O=C(Nc1cc(C(F)(F)F)ccc1-n1cnc2ccccc21)c1ccccc1,0.0,4,-1.9,0.9,.,.,-2,1.3,6
O=C(NC1CC1)C1CCN(C2CCN(C(=O)c3ccc(C(F)(F)F)cc3)CC2)CC1,-0.9,5,1.5,0.0,-0.7,-3.5,-3,-1.5,5
CC1(C)CC(=O)C2=C(C1)N(Cc1ccco1)C(=O)C2(NC(=O)c1ccc(Cl)cc1Cl)C(F)(F)F (stereo unspecified),0.9,-7,-2.2,1.3,.,.,6,2.3,2
CCNC1=C(Cl)C(=O)c2ccccc2C1=O,i,-9,-3.2,-1.3,.,1.6,-4,0.7,-10
Cc1cc(C)cc(OCC(=O)Nc2ccc(N3CCCC3)cc2)c1,-0.1,11,-2.5,0.0,.,-2.9,1,0.1,-10
CCn1c(O)c(C=Nc2ccccc2)sc1=O,-0.3,9,0.9,-0.6,1.5,.,2,-5.5,1
CN1CCN(/N=C/c2ccc(Br)cc2)CC1,-0.3,2,0.7,-1.9,1.4,-0.1,1,2.2,4
